hiPSC survival = increases survival of single human iPS cells | hiPSC single-cell survival, ATPlite luminescence; 100% = ROCK inhibitor wells, 0% = DMSO | survival enhancement, % at 20 µM | 360,000 compounds, 0.044% hits | AID 602274; in the data active means survival enhancement above about 18%;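 further: cells exposed to compounds for 16 hours before the ATP read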
Glyco luc inh = N-linked glycosylation inhibition; D54 ERlucT glycosylation luciferase reporter, 24 h; percent of 100 nM tunicamycin response; reporter increase, % at 12.5 µM; 360,000 compounds, 0.23% hits; AID 588692;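 active means mean luciferase reporter signal, scaled so untreated is 0 and the glycosylation-blocking control 100, at or above a set limit in every replicate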;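 further: luciferase carries N-glycosylation sites so blocking glycosylation raises the light; 0% = median of neutral control wells and 100% = median of 100 nM tunicamycin wells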
ABCB6 inh 2 = blocks the human ABCB6 transporter; K562-ABCB6 porphyrin accumulation, flow cytometry, 1 h; active compounds read low; fluorescence ratio to DMSO, % at 10 µM; 360,000 compounds, 0.19% hits; AID 602162;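 active means fluorescence ratio to DMSO below 75%, the collection mean minus 3 SD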;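 further: signal is porphyrin accumulated inside mitochondria; 100% equals median channel fluorescence of DMSO control wells; lower ratio means ABCB6 inhibition with less porphyrin fluorescence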
Vif imaging = inhibitors of HIV Vif; HEK293T cells, Vif self-association by quenched fluorescence, imaging, 24 h; inhibition, % at 7.49 µM; 340,000 compounds, 0.35% hits; AID 602346; in the data active means inhibition above about 50%, passing the limit was not always enough; further: some results filed as inactive read as strong as hits
PDI turbidity = PDI (human) enzyme inhibition. inhibition, % at 10 µM. 350,000 compounds, 0.052% hits. PDI insulin aggregation turbidity, A650, 90 min;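 active means mean inhibition across replicates of 30% or more, whatever share of single replicates reach that level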;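 further: absorbance from insulin aggregation driven by PDI reduction with DTT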
Target sequence (P07237 whole entry, looked up): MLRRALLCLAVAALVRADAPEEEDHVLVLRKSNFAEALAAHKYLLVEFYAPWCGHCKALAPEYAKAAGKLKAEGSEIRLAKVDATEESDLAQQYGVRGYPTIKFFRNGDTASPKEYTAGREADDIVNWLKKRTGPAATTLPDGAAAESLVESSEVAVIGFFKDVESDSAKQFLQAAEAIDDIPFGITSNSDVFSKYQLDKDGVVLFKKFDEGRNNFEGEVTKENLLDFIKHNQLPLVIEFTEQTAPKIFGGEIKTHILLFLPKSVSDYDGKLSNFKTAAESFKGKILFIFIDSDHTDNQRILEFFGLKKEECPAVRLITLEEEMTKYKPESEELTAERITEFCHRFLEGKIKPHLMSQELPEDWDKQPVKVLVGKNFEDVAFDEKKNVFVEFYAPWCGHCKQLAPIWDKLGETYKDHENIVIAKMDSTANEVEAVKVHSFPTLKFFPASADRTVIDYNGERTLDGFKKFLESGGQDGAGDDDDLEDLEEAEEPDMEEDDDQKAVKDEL
m5-HT2A agonist = mouse HTR2A agonism via beta-arrestin recruitment | 360,000 compounds, 0.66% hits | AID 624169 | P35363 | activation, % at 7.6 µM | CHO-K1 mHTR2A beta-arrestin complementation, luminescence; percent of 30 µM serotonin response;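 active means activation above a run cutoff, the mean activation of all tested compounds plus 3 SD, cut at about 14% in these data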;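 further: 0% = plate median of compound wells and 100% = 30 µM serotonin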
Target sequence (P35363 whole entry, looked up): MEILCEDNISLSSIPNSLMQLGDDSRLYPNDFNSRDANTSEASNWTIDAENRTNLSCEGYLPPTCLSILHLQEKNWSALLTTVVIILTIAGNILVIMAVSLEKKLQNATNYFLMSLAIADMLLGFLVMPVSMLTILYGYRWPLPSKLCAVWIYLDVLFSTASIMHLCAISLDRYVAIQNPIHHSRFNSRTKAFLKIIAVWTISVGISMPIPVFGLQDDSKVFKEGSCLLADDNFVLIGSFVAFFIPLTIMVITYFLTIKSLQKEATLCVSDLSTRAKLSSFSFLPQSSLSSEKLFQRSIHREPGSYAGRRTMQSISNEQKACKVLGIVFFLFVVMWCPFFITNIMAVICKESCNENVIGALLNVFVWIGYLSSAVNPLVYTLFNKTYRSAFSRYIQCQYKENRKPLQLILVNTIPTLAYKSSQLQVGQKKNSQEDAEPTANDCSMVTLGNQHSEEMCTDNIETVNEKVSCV
H9c2 protect = protects H9c2 cardiomyocytes from peroxide injury. H2O2 injury protection, ATPLite, 2 h. protection from H2O2 cell death, % at 20 µM. 360,000 compounds, 0.63% hits. AID 588492;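 active means compounds giving at least 50% protection of heart cells from peroxide-induced death in the single-dose screen, raw or plate-pattern-corrected value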;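 further: 0% = DMSO wells with peroxide and 100% = DMSO wells without peroxide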
Exocytosis inh = lytic granule exocytosis inhibition; TALL-104 LAMP-1 surface exposure, flow cytometry; cells stimulated with thapsigargin and PMA; inhibition, % at 10 µM; 360,000 compounds, 0.66% hits;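 active means inhibition above about 55%, limit read from the data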
CaV13 ICDI inh = Primary screen for inhibitors of IQ motif and Ca2+-dependent inactivation inhibitor domain binding in CACNA1D, Förster resonance energy transfer in living cells, …; HEK cells, CFP/YFP FRET ICDI-IQ, plate reader, 10 min; percent FRET-ratio fall versus neutral wells; inhibition, % at 12.3 µM; 340,000 compounds, 0.098% hits; AID 743397;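 active means mean replicate inhibition of at least 30% and at least 1% of replicates passing that level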;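 further: 0% = median of the neutral control wells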
aDG glyco act = increases alpha dystroglycan glycosylation; activation, % at 10 µM; AID 624168; 360,000 compounds, 0.22% hits; Pro5-aDG cells, alpha-DG glycosylation AlphaScreen (IIH6); 0% Pro5, 100% B10-LARGE cell signal;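 active means activation of at least 8% versus controls, or a plate z-score of at least 8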;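 further: Pro5 are CHO cells carrying HIG-tagged alpha-DG that lacks glycosylation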
* = called active by the depositor; · = not tested or not shown.

SMILES	hiPSC survival	Glyco luc inh	ABCB6 inh 2	Vif imaging	PDI turbidity	m5-HT2A agonist	H9c2 protect	Exocytosis inh	CaV13 ICDI inh	aDG glyco act
CCCNc1c(NS(=O)(=O)c2ccc(OC)c(OC)c2)c(=O)oc2ccccc12	-0.5	2	95	3	-8	3	9	-2	·	-0.2
CCOc1ccc(C2C(C#N)=C(N)SC(N)=C2C#N)c(OCC)c1	4.5	2	132	1	10	-1	-11	-1	·	0.0
Cc1ccc(S(=O)(=O)NC(=O)c2ccc(F)cc2)c(C)c1	-0.4	0	102	-3	-9	-3	-4	-1	-2	0.1
COc1ccc(/C=C2\SC(=S)N(CCC(=O)Nc3cccc(O)c3)C2=O)cc1	-0.2	-4	95	-4	-2	-1	-8	18	-5	1.1
COc1ccc(-c2cc(C(F)F)n3ncc(C(=O)Nc4c(C)n(C)n(-c5ccccc5)c4=O)c3n2)cc1	1.4	-3	99	13	4	1	22	1	-2	-0.2
CC(=O)c1ccccc1OCc1ccc(S(=O)(=O)Cc2ccccc2)cc1	0.1	0	95	-20	3	0	1	3	-6	-0.1
Cc1ccnc(SC2CC(=O)N(c3ccc(Cl)cc3)C2=O)n1 (centres undefined)	2.6	0	101	17	7	1	9	14	-3	-0.1
COc1cc(O)c(C(CC(=O)N2CCCC2)c2ccc3c(c2)OCO3)c(OC)c1 (centres undefined)	-5.6	-1	101	-2	3	1	10	-10	-11	1.0
O=C(CCCN1C(=O)c2cccc3cccc(c23)C1=O)OCC(=O)N1CCCCC1	-0.3	4	97	·	-5	-3	0	-5	-10	-0.3
NC(=O)Cn1cc(C(=O)c2cccs2)c2ccccc21	-0.4	1	101	21	-2	4	-10	-2	-4	-0.2
Cc1ccc(NC(=O)C2CCCN(S(=O)(=O)c3cnc[nH]3)C2)c(Br)c1 (centres undefined)	-0.8	2	102	14	-8	8	0	6	11	-0.4
Clc1cccc(Cl)c1-c1nnc2ccc(N3CCOCC3)nn12	-0.6	-2	123	28	1	0	8	-2	-7	0.0
CCOC(=O)CCc1c(C)nc(-n2[nH]c(C)c(CCO)c2=O)[nH]c1=O	0.0	1	98	0	-3	3	4	-3	-4	0.1
CC1CCN(C(=O)C2Cc3ccccc3CN2S(=O)(=O)c2ccc(F)cc2)CC1 (centres undefined)	-0.4	-2	104	20	11	5	9	-7	·	-0.1
c1ccc(-c2cnc(-c3ccccn3)nn2)cc1	-4.1	-14	102	-2	-4	7	-18	-5	-5	0.0
O=C(c1cc(C2CC2)nn1-c1ccccc1)N1CCN(S(=O)(=O)c2ccccc2)CC1	-0.1	-2	96	4	4	-6	0	4	-5	0.3
CCOC(=O)c1csc(NC(=O)CSc2nnc(C3CC3)n2C)n1	-0.6	1	101	-2	5	7	-4	3	-4	0.0
CC(C)(C)N(Cc1ccccc1)C(=O)COC(=O)CSc1ccc([N+](=O)[O-])cc1	0.1	1	106	-7	-4	-4	-6	7	-20	0.0
COc1ccc(C(=O)CN2C(=O)C(C)(C)Oc3ccc(C(=O)N4CCCCCC4)cc32)cc1	-1.7	-2	103	-8	8	0	-2	1	-4	0.1
CSc1nc2ccc(S(=O)(=O)N3CCCC3)cc2s1	-1.2	2	100	-4	-6	-5	-4	-2	-5	0.0
COC(=O)c1cn(NC(=O)/C=C/c2ccc(OC)c(OC)c2)c(=O)c2ccccc12	-3.0	4	85	2	1	-4	-2	-3	-3	-0.2
Cc1n[nH]c(=S)n1/N=C/c1ccccc1OCc1ccc(Cl)cc1Cl	-0.6	0	103	9	-8	5	-15	-2	-10	0.2
Cc1cc(C)n(-c2ccc(C(=O)O)cc2)n1	0.5	2	105	2	-4	2	10	6	-4	0.1
CCN(CC(=O)Nc1ccc(NC(C)=O)cc1)C(=O)c1cc(C)on1	-0.3	1	97	·	2	3	-2	1	-3	-0.2
CC(=O)Nc1ccc(S(=O)(=O)NCCC(=O)NNC(=O)c2ccccc2O)cc1	-0.1	-1	99	-1	-4	5	8	0	-2	0.0
COc1ccc(Nc2ncnc3ccc(Br)cc23)cc1OC	0.4	-9	96	-12	-2	1	5	9	·	0.3
CC(C/C=N/NC(=O)COc1cc(Cl)ccc1Cl)c1ccccc1 (centres undefined)	2.8	2	90	-5	3	-3	-7	2	0	0.3
CN(CCC#N)C(=O)COC(=O)/C=C/c1ccc2c(c1)OCO2	-1.0	1	99	·	3	-2	-1	-1	4	-0.4
COCCn1c(=O)sc2ccccc2c1=O	-1.3	1	96	1	8	3	13	-2	-5	0.2
O=C(NC(=S)Nc1nc(-c2ccc(Br)cc2)cs1)c1ccco1	-1.2	0	104	-3	4	-2	1	4	-4	0.1
Cc1ccc(S(=O)(=O)NCCN=C(CN2CCCC2)NS(=O)(=O)c2ccc(C)cc2)cc1	-1.8	-2	66*	-12	3	-7	-6	-4	-5	0.1
O=C(NCc1cccnc1)C(=O)Nc1nc(-c2ccccc2)cs1	0.0	0	98	0	18	7	-2	4	-4	0.0
CCOc1ccccc1OCCOc1ccccc1OC(C)C	1.2	-2	84	2	-1	10	2	-4	0	0.2
NC(=O)CSc1nnc(-c2cccnc2)n1Cc1ccccc1	2.7	0	99	·	0	-1	3	-2	-8	0.0
CC(C)CN1C=C2C(=O)C(C)(OC(=O)C3CCCC3)C(=O)C=C2C=C1c1ccsc1 (centres undefined)	4.1	-1	107	26	8	-2	5	23	-6	1.0
COc1ccc(N2CCN(c3nccs3)CC2)cc1	1.2	0	103	-4	-1	3	-2	10	-7	-0.2
COc1ccc(/C=C(\C#N)C(=O)NC(C)c2ccccc2)cc1O (centres undefined)	0.1	3	97	-1	-4	0	0	-3	-6	0.0
CC(=O)Oc1oc(-c2ccccc2)nc1C=Nc1ccc(N(C)C)cc1	-0.6	0	98	-6	-2	-1	-6	94*	-21	0.0
CCCCn1c(N)c(N(CCOC)C(=O)C2CCN(S(=O)(=O)c3ccc(C)cc3C)CC2)c(=O)[nH]c1=O	3.5	0	102	7	9	6	12	-3	-6	-0.1
COc1ccccc1-n1c(SCC(N)=O)nnc1-c1ccccc1	2.7	1	92	3	-8	0	0	-2	-5	-0.2
O=C(/C=C\Nc1cccc(F)c1)c1cccs1	-4.6	-13	108	-8	-2	-1	-22	-3	-3	0.0
CCn1c(CN2C(=O)CSc3ccccc32)n[nH]c1=S	-0.4	1	93	-5	-2	7	6	2	-2	0.0
Cc1cccc(-n2c(C)cc(C=C(C#N)C#N)c2C)c1	-2.5	-1	111	8	-6	-1	-1	-1	-15	0.3
O=C(NCC(c1ccco1)N1CCCC1)c1cc(S(=O)(=O)N2CCOCC2)ccc1Cl (centres undefined)	0.5	0	98	-2	1	-5	-2	-2	-8	0.4
COc1cc(-c2nnc(COC(=O)C3c4ccccc4Oc4ccccc43)o2)cc(OC)c1OC	8.9	0	92	·	1	2	16	0	-5	-0.1
COC(=O)c1cc(N2CCNCC2)nc2ccccc12	0.0	0	101	-5	5	55*	2	-1	-4	0.0
c1ccc2c(-c3nc(C4CCCCC4)no3)cc(-c3ccncc3)nc2c1	-2.4	-5	99	-11	-15	4	-22	5	·	-0.2
COc1ccc(-c2csc(N3CCN(C(=O)c4ccccc4)CC3)n2)cc1	-4.2	-3	92	-13	-1	-2	-10	0	-3	-0.1
COC(=O)c1sc(N)nc1CCNC(=O)OC(C)(C)C	·	·	·	·	·	1	·	1	-14	0.1
O=C(CSc1nccn1-c1ccc(F)cc1)NCc1ccc(F)cc1	0.3	0	101	-2	12	0	0	-4	-10	-0.1
COc1ccc(C(=O)/C(=C\N(C)C)n2nc(C)cc2C)cc1	1.1	2	88	2	-5	4	4	7	-5	-0.2
Cc1nn(C(C)C(=O)Nc2sc3c(c2C#N)CCCC3)c(C)c1[N+](=O)[O-] (centres undefined)	0.0	2	97	-9	-1	-1	-10	-1	·	-0.1
O=C(O)c1ccccc1Nc1ccccc1	1.9	0	99	-5	-4	-3	-4	1	-5	-0.2
FC(F)(F)c1ccccc1-n1c(CN2CCCCC2)n[nH]c1=S	-0.8	0	104	2	2	4	4	-7	-2	-0.1
O=C(CCNC(=O)c1ccc(Cl)cc1)Nc1cccc(S(=O)(=O)N2CCCCC2)c1	0.0	-1	94	-13	-5	-7	1	-2	-2	-0.3
CCCCN(CC)C(=O)c1ccc2c(c1)OCO2	0.7	0	97	0	-10	2	6	0	-4	0.0
C/C(=N\Nc1nc2ccccc2[nH]1)c1ccc(C)o1	-1.6	-1	97	·	3	-7	-7	0	-7	0.2
CCOCCCNC(=O)/C=C1\Sc2ccccc2N(Cc2ccccc2F)C1=O	-0.4	-1	102	8	6	-8	-2	12	-5	0.3
Cc1c(C(=O)N/N=C/c2ccncc2)nnn1-c1nonc1N	0.3	2	103	-1	3	4	6	-4	-3	-0.2
COc1ccc(OC)c(N(CC(=O)NC2CCCC2)S(=O)(=O)c2ccc(OC)c(OC)c2)c1	0.4	-2	103	-6	7	-5	5	-19	-5	0.2

4 successive records from above:
SMILES	hiPSC survival	Glyco luc inh	ABCB6 inh 2	Vif imaging	PDI turbidity	m5-HT2A agonist	H9c2 protect	Exocytosis inh	CaV13 ICDI inh	aDG glyco act
C/C(=N\Nc1nc2ccccc2[nH]1)c1ccc(C)o1	-1.6	-1	97	·	3	-7	-7	0	-7	0.2
CCOCCCNC(=O)/C=C1\Sc2ccccc2N(Cc2ccccc2F)C1=O	-0.4	-1	102	8	6	-8	-2	12	-5	0.3
Cc1c(C(=O)N/N=C/c2ccncc2)nnn1-c1nonc1N	0.3	2	103	-1	3	4	6	-4	-3	-0.2
COc1ccc(OC)c(N(CC(=O)NC2CCCC2)S(=O)(=O)c2ccc(OC)c(OC)c2)c1	0.4	-2	103	-6	7	-5	5	-19	-5	0.2

Additional structures
SMILES	hiPSC survival	Glyco luc inh	ABCB6 inh 2	Vif imaging	PDI turbidity	m5-HT2A agonist	H9c2 protect	Exocytosis inh	CaV13 ICDI inh	aDG glyco act
CC(=O)NCc1ccc(S(=O)(=O)N/N=C/c2ccccc2)cc1	1.5	2	99	5	6	-2	2	0	-7	0.0
CC1=C(C(=O)N(C(C)C)C(C)C)CC(CC(=O)NC2CCCC2)C(=O)N1CCC1=CCCCC1 (centres undefined)	-0.8	-1	96	·	·	-5	6	0	-4	0.1
CCCCC(=O)Nc1ccccc1Oc1ccccc1	1.5	-4	100	0	16	2	3	-1	-7	-0.1
Cc1cc(C)c2nc(NNC(=O)c3cc(=O)c4ccccc4o3)sc2c1	0.9	1	115	4	4	0	41	2	-7	0.2
COc1ccc(-n2c(SCC(=O)NCC3CCCO3)nc3ccccc32)cc1 (centres undefined)	-2.6	-1	112	-8	-3	-4	0	-3	·	2.1
CC(C)NC(=O)c1cccc(Br)c1	-2.0	1	91	-2	4	-1	2	1	-8	0.1
NS(=O)(=O)c1ccc(CCNC(=O)COc2ccc3c4c(c(=O)oc3c2)CCC4)cc1	0.7	1	101	-2	-8	2	2	-2	-13	0.0
COc1ccccc1N1CCN(C(=O)CSc2nnc(C)n2C2CC2)CC1	1.5	-1	83	1	2	-7	-5	-3	-7	0.1
O=C1CC(c2cccc(Cl)c2)Cc2nc(N3CCN(c4ccccc4)CC3)ncc21 (centres undefined)	-2.1	1	88	11	-14	2	-13	3	-4	0.0
Cc1ccc2nc(-c3ccc(N)cc3)sc2c1	-0.6	-18	92	2	-14	-4	-16	-19	-5	0.1
Cc1ccc(S(=O)(=O)N2C[C@@H]3[C@H]4CC[C@H](C4)[C@@H]3[C@@H](C)[C@H]2c2ccco2)cc1	1.7	-9	100	-5	14	-2	-24	6	-5	0.0
